Compound activity (PubChem)
FN deposition inh: fibronectin deposition inhibition; AH1F fibroblasts, Alexa488-fibronectin deposition fluorescence, overnight; inhibition, % at 12.6 µM; 350,000 tested, 0.086% active; AID 743247;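 active = mean inhibition across replicates of 30% or more, regardless of how many single replicates reach that level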;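 note: positive control wells lacked labelled fibronectin entirely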
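Schedule: 1 h cell adhesion before compound, then overnight fibronectin incubation; test system: AH1F fibroblast monolayer depositing Alexa488-labelled fibronectin into matrix; quantity: 10000 AH1F cells per well; probe or stimulus: fluorescent fibronectin at 24 nM final; signal: fluorescence, ex 485 nm, em 525 nm; evaluation: percent inhibition as loss of matrix-bound fibronectin fluorescence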
miR122 inh: miR-122 inhibition in Huh7 cells; 340,000 tested, 0.3% active; activation (reporter increase), % at 12.5 µM; Huh7 miR-122 Renilla luciferase sensor, 48 h; neutral wells = 0, positive control = 100; AID 602342;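 active = mean replicate activation score at least 90 and every replicate individually at or above 90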;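 note: higher luciferase means less miR-122 activity so hits act as miR-122 inhibitors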
* = called active by the depositor. The list is partial. The share of hits here may be higher or lower than overall.

SMILES | FN deposition inh | miR122 inh
Oc1[nH]c2ccccc2c1C1=NCCCC1 | -2.7 | 0.1
Nc1nc2ccccc2n1/N=C/c1cccnc1 | 5.8 | 2.7
CC1CCCN(Cc2nc3c(c(=O)n(C)c(=O)n3C)n2CC(N)=O)C1 (configuration not stated) | 11.5 | -24.1
O=C(N/N=C/c1ccco1)c1ccccn1 | 7.6 | 3.9
CCCC1CC(C)(C(=O)CSc2n[nH]c(-c3ccccc3)n2)OC1=O (configuration not stated) | -2.4 | -1.4
Cc1cccc(NC(=O)c2ccccc2NC(=O)C(C)(C)C)n1 | 7.6 | 2.7
CCOC(=O)c1c(NC(=O)COc2ncnc3sccc23)sc2c1CCC2 | 2.2 | -6.0
Cc1nonc1OCC(C)(COc1nonc1C)NC(=O)c1ccc(Cl)cc1 | 6.1 | 3.6
CS(=O)(=O)Nc1ccc2c(c1)nc1n2CCOC1 | 7.2 | 0.8
Cc1cc(OC(=O)CNC(=O)OC(C)(C)C)c2c(C)cc(=O)oc2c1 | -8.8 | 0.6
CC(=O)Nc1nc(COc2ccc3ccccc3c2)cs1 | -1.5 | -8.7
O=C1CSC(c2nn(-c3ccccc3)cc2-c2cc3ccccc3oc2=O)N1Cc1ccco1 (configuration not stated) | -5.8 | 11.9
CCOC(=O)c1ccc(CNC(=O)C2CCCCC2C(=O)OCC(F)(F)F)o1 (configuration not stated) | 25.5 | 8.7
Cc1cc(C)c(OCC(=O)Nc2nnn(C)n2)c(Br)c1 | -14.4 | 0.8
O=C(CCn1c(=O)[nH]c2ccsc2c1=O)Nc1ccc(F)c(F)c1 | 2.3 | -7.1
COC(=O)c1c(NS(=O)(=O)c2cccs2)sc2c1CCCC2 | 8.0 | 22.8
OC1(C(F)(F)F)CC(O)(C(F)(F)F)n2nc(-c3ccccc3)cc2N1 (configuration not stated) | -17.9 | -1.7
Cc1cccc2cc(C(c3nnnn3Cc3ccccc3)N3CCN(c4ccccc4)CC3)c(=O)[nH]c12 (configuration not stated) | -0.6 | 0.2
COCCNC(=O)C(c1ccc(C)o1)N(C(=O)c1snc(C(N)=O)c1N)c1ccc(C)c(C)c1 (configuration not stated) | -5.8 | -5.3
Cc1cc(=O)oc(C)c1C(=O)NCC1CCCO1 (configuration not stated) | -8.3 | 0.8
COc1ccc(N(CC(=O)Nc2cccc(C)c2C)S(=O)(=O)c2c(C)n[nH]c2C)cc1 | -9.9 | -24.5
Cc1cc(=O)c2ccc3ccccc3c2[nH]1 | 2.3 | -24.2
COc1ccnc(Oc2ccc(C)cc2)c1C#N | 1.8 | -5.0
c1ccc2c(N3CCCCC3)ncnc2c1 | 8.3 | 0.9
CCOC(=O)C1CCN(C(c2cc3ccc(C)c(C)c3[nH]c2=O)c2nnnn2C2CCCCC2)CC1 (configuration not stated) | -2.8 | 15.1
Oc1ccc2c(c1)oc1cc(O)ccc12 | 1.3 | -11.9
CCN(CC)CCNC(=O)Cn1cnc2sc(C)c(S(=O)(=O)N3CCOCC3)c2c1=O | 1.7 | -5.9
O=C(CN1C(=O)CCC1=O)NCC12CC3CC(CC(C3)C1)C2 | -17.0 | 1.6
O=C(NCCNC(=O)C(F)(F)F)c1ccncc1 | -2.2 | -17.2
Cn1c(=O)n(C)c2cc([N+](=O)[O-])c(N3CCN(C(=O)c4ccccc4Cl)CC3)cc21 | 10.4 | -0.5
Oc1csc(Cc2nc(-c3ccc4ccccc4c3)cs2)n1 | -1.8 | -11.0
CCN1C(=O)c2ccc(C(=O)NCc3ccc4c(c3)OCO4)cc2C1=O | 1.9 | -4.6
COc1ccc(OC)c(S(=O)(=O)N2CCC(C(=O)Nc3ccc(C)c(C)c3)CC2)c1 | -3.1 | -0.9
Cc1cc(C)cc(NC(=O)C/C(N)=N/O)c1 | -4.4 | -1.1
CCOc1ccccc1N1CCN(S(=O)(=O)c2ccc(Cl)s2)CC1 | -2.1 | -3.0
CCOC(=O)c1ccc(N(C(=O)c2cnccn2)C(C(=O)NC2CCCCC2)c2cn(C)nc2C)cc1 (configuration not stated) | 6.1 | 9.5
COc1ccc(N2C(N)=NC(N)=NC2(C)C)cc1 | -6.0 | -1.7
CC(CN(C)Cc1ccccc1)OC(=O)c1cccs1 (configuration not stated) | 4.5 | -4.4
CCn1cc(C(=O)NCc2ccc(C)o2)c2cc(OC)c(OC)cc2c1=O | 5.3 | -5.2
CCN1CCN(C(=S)c2ccc(Cl)cc2)CC1 | 7.9 | 0.5
CC(C(=O)NCC1(c2ccccc2)CCCC1)N1CCOCC1 (configuration not stated) | -8.4 | -8.2
Cc1ccnc(SCC(=O)Nc2sc3c(c2C#N)CCC(C(C)(C)C)C3)n1 (configuration not stated) | 3.2 | 2.4
COc1cc(C2N(c3cc(C)on3)C(=O)C3CCCN32)cc(OC)c1OC (configuration not stated) | 5.6 | 3.0
Cc1cc(OCCCCCNCCO)cc(C)c1Cl | -1.7 | 4.1
CCOC(=O)c1sc(NC(=O)c2ccccc2)cc1C | -11.1 | 22.6
CC(=O)OCc1nc2ccccc2s1 | 0.2 | 3.6
FC(F)(F)c1cc(C(F)(F)F)c2ccc(N3CCN(c4ccccc4)CC3)nc2n1 | 12.3 | -17.6
N#C/C(C(=O)NCc1ccccc1)=C1\SC(CCO)C(=O)N1c1ccccc1 (configuration not stated) | 5.3 | 4.2
C=CCNc1nc(N)c(C(=C(C#N)C#N)c2ccccc2)s1 | -14.2 | -3.3
COc1ccc(C2C(C#N)C(C#N)N3CCCN23)cc1 (configuration not stated) | -8.4 | 4.4
CCOc1cc(-c2c(C#N)c(=O)[nH]c3c2c(C)nn3-c2ccc(F)cc2)ccc1O | 0.8 | 1.3
O=S(=O)(c1ccc(Br)s1)n1cccn1 | 28.6 | 8.3
CCN(CC)S(=O)(=O)c1cccc(-c2nnc(-c3ccc(C)cc3)o2)c1 | -7.8 | -7.0
CC1(C)NC(=O)N(CCOCCOc2c(Cl)cc(Cl)cc2Cl)C1=O | 20.3 | -3.1
Cc1nc2c(s1)sc1ccccc12 | -11.9 | 30.9
Cc1c(-c2nc(N)nc(Nc3ccccc3F)n2)oc2ccccc12 | -2.4 | -2.5
COc1cc(NC(=O)NS(=O)(=O)c2ccc(C)cc2)cc(OC)c1 | 7.2 | -28.0
Nc1nnc(-c2cccnc2)s1 | -12.7 | 2.0
O=C(CN(c1ccc(F)cc1)S(=O)(=O)c1ccc2c(c1)OCCO2)Nc1ccccc1 | -4.9 | 7.0
Cc1ccccc1NC(=O)CC1SC(=O)N(c2ccccc2)C1=O (configuration not stated) | -3.9 | -1.0

No new results follow: entries from further up.
SMILES | FN deposition inh | miR122 inh
CC(CN(C)Cc1ccccc1)OC(=O)c1cccs1 (configuration not stated) | 4.5 | -4.4
CCn1cc(C(=O)NCc2ccc(C)o2)c2cc(OC)c(OC)cc2c1=O | 5.3 | -5.2
CCN1CCN(C(=S)c2ccc(Cl)cc2)CC1 | 7.9 | 0.5
CC(C(=O)NCC1(c2ccccc2)CCCC1)N1CCOCC1 (configuration not stated) | -8.4 | -8.2
Cc1ccnc(SCC(=O)Nc2sc3c(c2C#N)CCC(C(C)(C)C)C3)n1 (configuration not stated) | 3.2 | 2.4
COc1cc(C2N(c3cc(C)on3)C(=O)C3CCCN32)cc(OC)c1OC (configuration not stated) | 5.6 | 3.0
Cc1cc(OCCCCCNCCO)cc(C)c1Cl | -1.7 | 4.1
CCOC(=O)c1sc(NC(=O)c2ccccc2)cc1C | -11.1 | 22.6
CC(=O)OCc1nc2ccccc2s1 | 0.2 | 3.6
FC(F)(F)c1cc(C(F)(F)F)c2ccc(N3CCN(c4ccccc4)CC3)nc2n1 | 12.3 | -17.6
N#C/C(C(=O)NCc1ccccc1)=C1\SC(CCO)C(=O)N1c1ccccc1 (configuration not stated) | 5.3 | 4.2
C=CCNc1nc(N)c(C(=C(C#N)C#N)c2ccccc2)s1 | -14.2 | -3.3
COc1ccc(C2C(C#N)C(C#N)N3CCCN23)cc1 (configuration not stated) | -8.4 | 4.4
CCOc1cc(-c2c(C#N)c(=O)[nH]c3c2c(C)nn3-c2ccc(F)cc2)ccc1O | 0.8 | 1.3
O=S(=O)(c1ccc(Br)s1)n1cccn1 | 28.6 | 8.3
CCN(CC)S(=O)(=O)c1cccc(-c2nnc(-c3ccc(C)cc3)o2)c1 | -7.8 | -7.0
CC1(C)NC(=O)N(CCOCCOc2c(Cl)cc(Cl)cc2Cl)C1=O | 20.3 | -3.1
Cc1nc2c(s1)sc1ccccc12 | -11.9 | 30.9
Cc1c(-c2nc(N)nc(Nc3ccccc3F)n2)oc2ccccc12 | -2.4 | -2.5
COc1cc(NC(=O)NS(=O)(=O)c2ccc(C)cc2)cc(OC)c1 | 7.2 | -28.0
Nc1nnc(-c2cccnc2)s1 | -12.7 | 2.0
O=C(CN(c1ccc(F)cc1)S(=O)(=O)c1ccc2c(c1)OCCO2)Nc1ccccc1 | -4.9 | 7.0
Cc1ccccc1NC(=O)CC1SC(=O)N(c2ccccc2)C1=O (configuration not stated) | -3.9 | -1.0

A draw from above in order of SMILES length, falling:
SMILES | FN deposition inh | miR122 inh
COc1cc(NC(=O)NS(=O)(=O)c2ccc(C)cc2)cc(OC)c1 | 7.2 | -28.0
Cc1c(-c2nc(N)nc(Nc3ccccc3F)n2)oc2ccccc12 | -2.4 | -2.5
CCOC(=O)c1sc(NC(=O)c2ccccc2)cc1C | -11.1 | 22.6

The results go on:
SMILES | FN deposition inh | miR122 inh
COCCn1c(=O)[nH]c2cc(C(=O)OC)ccc2c1=O | 3.3 | -10.5
Cc1cc(NC(=O)CSc2nnc(CNc3cccc(C(F)(F)F)c3)n2Cc2ccco2)no1 | -0.5 | 5.7
CCNC(=O)COc1ccc2ccccc2c1 | -0.3 | -11.3
Cn1nnc2cc(C(=O)Nc3cccnc3)ccc21 | 2.7 | 9.3
Cc1ccc(C(=O)NN2CCOCC2)cc1 | 17.3 | -0.2
CCn1c(SCC(=O)NCc2cccs2)nnc1-c1ccco1 | 5.3 | -0.9
CCCCC(=O)Nc1ccc2c(c1)nc1n2CCOC1 | -24.4 | -2.1
COCCN1CCn2c(nc3cc(NC(=O)NC4CCCCC4)ccc32)C1 | -1.2 | -4.2
CCOc1ccc(C2Nc3ccc4ccccc4c3-c3c2c(=O)oc2ccccc32)cc1 (configuration not stated) | 5.9 | 1.2
C/C(=C/C(=O)NCc1ccccc1)C(=O)O | -13.7 | -2.6
N=c1c2c3c(sc2nc2n1CCC2)CCCC3 | -6.4 | -16.4
Cc1nc2ccccc2c(=O)n1CCCO | 7.5 | -3.6
CCOC(=O)C1CCN(Cc2oc(CO)cc(=O)c2O)CC1 | 0.0 | -8.9
COc1ccc(C2Oc3ccccc3N2C(C)=O)cc1 (configuration not stated) | -3.1 | -10.9
COc1cc2c3c(c1)C1(C(=O)N3C(C)(C)C=C2C)C(C#N)=C(N)Oc2cc(C)oc(=O)c21 (configuration not stated) | 1.1 | 2.1
Cc1nnc(SCc2ccc(CC(=O)O)cc2)o1 | -7.3 | 0.4
O=C(NCc1ccccc1)c1ccc(S(=O)(=O)N2CCCc3ccccc32)cc1 | -7.4 | -0.8
CCN(CC)C(=O)CSc1nc2ccccc2c(=O)n1OC(C)C | -11.6 | -5.2
CC1CCCCN1S(=O)(=O)c1ccc(C(=O)Nc2nnc(-c3cccs3)o2)cc1 (configuration not stated) | -5.3 | 13.1
O=C(Nc1ccc(Cl)cc1)C(c1ccccc1)N(CCO)CCO (configuration not stated) | -0.9 | 49.1
N=c1oc2ccc3ccccc3c2cc1-c1nnc2n1CCCCC2 | -2.3 | 1.4
O=C(NCCCN1CCOCC1)C(C(=O)c1ccccc1)n1ccccc1=O (configuration not stated) | 9.3 | -10.1
CCOC(=O)c1c(NC(=O)C2COc3ccccc3O2)sc(C)c1C (configuration not stated) | 6.9 | 2.3
CCN(C#N)c1nc(N(C)C)nc(N(C)C)n1 | -2.6 | -0.5
COc1ccc(CC(C)N2CCN(c3cccc(C(F)(F)F)c3)CC2)cc1OC (configuration not stated) | -24.1 | 3.2
COc1ccc(Cn2c(CCC(=O)Nc3ccc(CC#N)cc3)nc3cccnc32)cc1 | -14.3 | -7.6
CCCCN1c2ccccc2N(CCCO)c2cc(C)nnc21 | -13.9 | 0.7
O=C(NC1CCCCC1)C1CCN(S(=O)(=O)N2CCOCC2)CC1 | -8.6 | -2.5
Cc1ccc(OCC(=O)OC2CCS(=O)(=O)C2)cc1 (configuration not stated) | 11.2 | 6.8
Cc1ccccc1Cn1c(Cc2ccccc2)nc2ccccc21 | -5.9 | 7.3
Cc1cc(C)nc(Nc2ncc(O)n2-c2ccc(C)c(C)c2)n1 | 5.9 | -1.7
O=C(Nc1ccn(Cc2ccccc2F)n1)c1ccc(COc2cc(Cl)ccc2Cl)o1 | 0.6 | -0.5
N#Cc1c(/N=C/c2cc(Br)cs2)sc2c1CCC2 | -18.7 | 2.7
CCOC(=O)c1c(C)n(C)c2ccc(OC)c(NC(=O)CN3CCN(C4CCCCC4)CC3)c12 | 5.3 | -3.4
Cc1nnc(SCC(=O)NCC2CCCO2)n1-c1ccccc1 (configuration not stated) | 4.7 | 23.5
CCOc1cccc(OCCCCN2CCCCC2)c1 | 1.4 | -3.4
CCCCNC(=O)CSc1nc2ccccc2c(=O)n1C1CCCC1 | 16.7 | -1.7
CCOC(=O)c1sc(NC(=O)COC(=O)Cn2cnc3ccccc32)c(C(=O)OCC)c1C | 8.7 | -5.6
O=C(NCC1CCCO1)C1CC(c2ccc(Cl)c(Cl)c2)=NO1 (configuration not stated) | 6.6 | 2.6
Cc1ccccc1Cn1cc(/C=N/n2cnnc2)c2ccccc21 | 7.8 | 8.1
COC(=O)c1ccc(NC(=S)NC(=O)c2cc(-c3ccccc3)nc3ccccc23)cc1 | 12.1 | -8.2
COCCCNc1nc2c(c(=O)[nH]c(=O)n2C)n1CC(O)COc1ccccc1 (configuration not stated) | -1.9 | -3.1
